D1 ag = human D1 receptor agonism. AID 504660. 360,000 compounds, 1% hits. activation, % at 2 µM. HEK293 T-REx D1 cells, calcium flux, agonist mode; in the data active = activation above about 30%; note: 0% is about no effect
Target sequence (P21728 whole entry, looked up): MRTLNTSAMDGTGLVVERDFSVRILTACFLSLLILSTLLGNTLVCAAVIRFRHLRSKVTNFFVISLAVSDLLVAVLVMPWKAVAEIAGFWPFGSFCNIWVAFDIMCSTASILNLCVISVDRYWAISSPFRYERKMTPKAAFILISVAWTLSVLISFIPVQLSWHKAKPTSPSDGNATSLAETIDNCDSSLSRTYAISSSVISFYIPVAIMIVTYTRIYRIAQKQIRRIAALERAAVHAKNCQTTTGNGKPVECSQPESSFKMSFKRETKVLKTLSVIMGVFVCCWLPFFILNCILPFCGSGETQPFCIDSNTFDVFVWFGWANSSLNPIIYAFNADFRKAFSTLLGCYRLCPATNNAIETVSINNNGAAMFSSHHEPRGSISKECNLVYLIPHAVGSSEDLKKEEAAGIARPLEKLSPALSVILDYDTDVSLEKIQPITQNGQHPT
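Inducible HEK293 T-REx D1 cells, force-coupled to calcium signalling, were plated at 4000 cells/well with tetracycline and held overnight at 30 C. After no-wash calcium dye loading, compound-evoked calcium rise over 180 s flagged agonists.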
TRHR PAM = allosteric enhancers of human TRH receptor | TRHR cells, fluo-8 calcium fluorescence, EC20 TRH enhancement | AID 493056 | 360,000 compounds, 0.66% hits | enhancement, % at 2 µM; in the data active = enhancement above about 30%; note: 0% is about no effect
Target sequence (P34981 whole entry, looked up): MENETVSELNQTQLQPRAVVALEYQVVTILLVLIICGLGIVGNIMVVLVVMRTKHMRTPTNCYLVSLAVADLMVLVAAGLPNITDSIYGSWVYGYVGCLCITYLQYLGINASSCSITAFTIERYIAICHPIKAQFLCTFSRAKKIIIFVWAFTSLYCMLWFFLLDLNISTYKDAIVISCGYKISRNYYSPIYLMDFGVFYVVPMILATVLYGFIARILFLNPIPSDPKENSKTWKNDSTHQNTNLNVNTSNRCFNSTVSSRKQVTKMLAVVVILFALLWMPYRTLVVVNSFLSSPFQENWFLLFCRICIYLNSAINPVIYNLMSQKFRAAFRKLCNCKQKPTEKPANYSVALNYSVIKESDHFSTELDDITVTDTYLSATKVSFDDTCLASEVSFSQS
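TRHR-expressing cells loaded with fluo-8 calcium dye were read kinetically (ex 480/em 530) during compound addition, then stimulated with an EC20 of TRH (10 nM final). Enhancement of the Gq-mediated intracellular calcium response was scored.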
RXFP1 agonist = RXFP1 (human) receptor agonism. 370,000 compounds, 0.3% hits. Potency, µM (top dose mostly 57.5 µM), for inactives: at the top dose activation, actives largely listed as activators. HEK293T-RXFP1 cAMP TR-FRET, 30 min; response scale: percent of porcine relaxin response, buffer zero; note: potency is the fitted concentration of half-maximal effect; % is set by controls: 0 for no effect and ±100 for the full control effect; nearly all actives have a fitted effect of over 60% in size; many of its hits are not listed in these tables
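HEK293T cells stably expressing RXFP1 were pretreated with the PDE4 inhibitor Ro 20174, exposed to compounds for 30 min at 37C, lysed, and cAMP was read by TR-FRET. Data normalized to buffer (basal) and 29 nM porcine relaxin (100%).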
RXFP1 antagonist = blocks the human relaxin receptor RXFP1. Q9HBX9. HEK293-RXFP1, relaxin-stimulated cAMP HTRF, 30 min; active compounds read low. activity change, negative = inhibition, % at 57.5 µM. 350,000 compounds, 0.59% hits. AID 1259400;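 active = activity change of -60% or lower, but not beyond a set lower limit; inconclusive = change between -60% and -40%, or beyond the set limit; inactive = change above -40%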; note: % is set by controls: 0 for no effect and ±100 for the full control effect
D1 potentiator = enhances dopamine response at the human D1 receptor | P21728 | HEK293 TREx D1 cells, calcium flux, dopamine EC20 potentiation | potentiation, % at 10 µM | 360,000 compounds, 0.036% hits | AID 504651; in the data active = potentiation above about 30%; note: 0% is about no effect
TRHR agonist = TRH receptor (human) agonism; AID 493084; TRHR cells, calcium flux fluo-8, FDSS agonist mode; activation, % at 2 µM; 360,000 compounds, 0.18% hits; in the data active = activation above about 30%; note: 0% is about no effect
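TRHR-expressing cells loaded with fluo-8 calcium dye; 23 nL library compound pin-transferred, kinetic FDSS fluorescence (Ex 480/Em 530) recorded about 180 s for agonist-induced calcium release, before a 10 nM TRH EC20 addition for potentiator mode.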
Anesthetic bind = binds horse apoferritin like a general anesthetic. 350,000 compounds, 0.074% hits. apoferritin/1-aminoanthracene competitive binding, fluorescence. AID 485281. Potency, µM (titrated, usually from 77.5 µM), for the others: top-dose activity change, negative = displacement, most hits filed as inhibitors; note: potency is the fitted concentration of half-maximal effect; % is set by controls: 0 for no effect and ±100 for the full control effect; nearly all actives have a fitted effect of over 20% in size
Target sequence (P02791 2-175 limits assumed): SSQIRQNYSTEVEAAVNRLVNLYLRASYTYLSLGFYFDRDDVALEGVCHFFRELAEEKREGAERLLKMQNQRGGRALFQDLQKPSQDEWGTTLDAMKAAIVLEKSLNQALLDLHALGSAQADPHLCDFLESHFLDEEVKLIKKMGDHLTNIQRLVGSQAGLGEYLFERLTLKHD
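Concentration-response curves derived by four-parameter Hill fitting of normalized fluorescence, where compounds displaced 1-AMA from 10 uM horse apoferritin following a brief 10 min room-temperature incubation; propofol titration acted as positive control.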
D1 antag = human D1 dopamine receptor antagonism; P21728; HEK293 TREx D1 cells, calcium flux, dopamine EC80; active compounds read low; activity change, negative = inhibition, % at 10 µM; 360,000 compounds, 3.2% hits; AID 504652; in the data active = activity change below about -30%; note: % is set by controls: 0 for no effect and ±100 for the full control effect
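Tetracycline-induced HEK293 T-REx cells with force-coupled D1 receptor were loaded with a no-wash calcium dye. Compound was added after a 10 s baseline and read kinetically for 180 s; EC80 dopamine was then added and calcium flux followed another 180 s.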
D2 PAM = D2 dopamine receptor (human) potentiation; P14416; HEK293 T-REx D2, calcium flux, EC20 dopamine potentiation; potentiation, % at 10 µM; 340,000 compounds, 0.34% hits; AID 485347;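 active = potentiation over 3 SD above the plate norm, cut at about 30% in these data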; note: 0% is about no effect
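Primary screen. Calcium kinetics in induced HEK293 T-REx D2 cells: compound pre-addition 180 s, EC20 dopamine, 180 s more.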
* hit, by the source's call; ? = inconclusive; · = no result given; [ ] = remark or other dose. Unless noted, calls come from the whole dose curve; as a rule, active = well fitted curve in the direction sought with a large enough effect; inconclusive = small, poorly fitted or top-dose-only effect, or another doubt; inactive = no such curve, though single readings can be large; an effect the other way counts as inactive or inconclusive. An excerpt; rates above refer to the full screens.

SMILES | D1 ag | TRHR PAM | RXFP1 agonist | RXFP1 antagonist | D1 potentiator | TRHR agonist | Anesthetic bind | D1 antag | D2 PAM
CSCC[C@H](NC(=O)OC(C)(C)C)C(=O)N1CCC(C(=O)N[C@@H](Cc2c[nH]c3ccccc23)C(=O)O)CC1 | 2 | 2 | 0.2% | 3 | -2 | -1.0 | -10% | -1 | 11
Cc1ccc(-c2nc(N)sc2C)cc1 | 1 | -1 | 1.9% | 1 | -1 | -0.4 | -15% | 7 | -4
COc1cccc(CNC(=O)c2ccc(NC(=O)N3CCCCc4ccccc43)cc2)c1OC | 4 | -3 | -0.2% | · | -8 | -0.3 | ? | -59* | -3
C#CCOc1ccc(/C=C2/C(=O)NN(c3ccc(F)cc3)C2=O)cc1OC | 0 | 12 | 0.0% | -22 | 24 | -0.1 | 0% | 15 | 15
Cc1ccc(CCNC(=O)C2CCN(Cc3nc(-c4ccccc4C)oc3C)CC2)cc1 | 27 | -3 | 0.3% | · | -1 | -0.2 | -10% | -25 | 3
Cc1ccc(Cl)cc1N(C)C(=O)Cn1ncc2c([nH]c3ccccc32)c1=O | 1 | -13 | -1.4% | 5 | 4 | 1.1 | 2% | 21 | 11
CCCCOc1cccc(C(=O)N(Cc2ccc(Br)o2)C2CCS(=O)(=O)C2)c1 (centres undefined) | 7 | -2 | -5.2% | -19 | 0 | 0.4 | -15% | 1 | 8
CC(=O)c1cccc(S(=O)(=O)N2CCC(c3nc4ccccc4[nH]3)CC2)c1 | 0 | -8 | 4.8% | -1 | -6 | -0.2 | 1% | -21 | ·
COc1ccc(OC)c2sc(NNC(=O)COc3ccccc3)nc12 | 1 | -9 | 0.7% | -7 | -4 | -0.2 | -14% | -23 | ·
Cn1nc(-c2ccccc2)cc1NC(=O)Nc1ccccc1F | 4 | -12 | -8.7% | -11 | 6 | 0.0 | -2% | 2 | -8
COc1cccc(C(=O)NC(=S)N2CCN(c3ccc(C(F)(F)F)cc3[N+](=O)[O-])CC2)c1 | 2 | 2 | 0.2% | -3 | 4 | 0.2 | -10% | 13 | 3
COc1cc(Cl)c(CN2CCC(CO)(CCOc3ccccc3)CC2)cc1OC | 13 | 13 | 1.7% | -6 | -7 | -0.2 | 1% | -1 | -1
Cc1ccc(S(=O)(=O)Cn2nnnc2C(CC(C)C)N2CCN(c3ccccc3)CC2)cc1 (centres undefined) | 3 | -2 | 0.8% | 7 | -3 | -0.2 | 1% | 2 | -3
COc1cc(CN2CCCC(CO)(Cc3cccc(Cl)c3)C2)cc2c1OCO2 (centres undefined) | 5 | -1 | -2.1% | -11 | -1 | -0.7 | -20% | 7 | -1
COc1cc(C(=O)Nc2ccc(O)cc2C(=O)O)ccc1OC(C)=O | 4 | -7 | -0.2% | -1 | -4 | 0.0 | -6% | 2 | 6
O=C(NCCCc1ccccc1)C(=O)NCC1OCCN1S(=O)(=O)c1ccc(F)cc1 (centres undefined) | 0 | 6 | -0.2% | 4 | -4 | -1.9 | -6% | 7 | -3
COc1ccc(C)cc1S(=O)(=O)Nc1cccc(Cl)c1Cl | -2 | -7 | 0.8% | 4 | -5 | -0.7 | 1% | -1 | 12
CCCS(=O)(=O)c1ccc(COC(=O)Cc2ccc([N+](=O)[O-])cc2)cc1 | 6 | -3 | 0.3% | 12 | 0 | -0.5 | -14% | -2 | ·
CCOc1cc(C(=O)Nc2ccc(NC(=O)c3cc4ccccc4o3)c(OC)c2)cc(OCC)c1OCC | 0 | 0 | -0.8% | · | 0 | -1.1 | 54%[activator] | -2 | -18
CCOc1cc(C(=O)Nc2ccc3c4c(cccc24)C(=O)N3CC)cc(OCC)c1OCC | 9 | -2 | 4.0% | -5 | -2 | 4.3 | 77%[activator] | -2 | -2
CS(=O)(=O)N1CCc2cc(C(=O)Nc3ccc(Br)cc3)ccc21 | 10 | 0 | 0.2% | 6 | -10 | 0.2 | -1% | -3 | 7
c1ccc(Cn2c(SCc3cn4cccnc4n3)nnc2-c2ccco2)cc1 | 1 | -2 | 5.4% | · | -3 | 0.0 | -9% | -8 | 10
CC1CCN(c2nc3c(c(=O)n(C)c(=O)n3C)n2CCSc2nc3ccccc3s2)CC1 | 1 | -17 | 0.6% | 6 | -8 | -0.1 | -10% | 1 | 0
CCOC(=O)c1nn(-c2cccc(Cl)c2)c2nc(CC(C)C)c(C#N)c(=O)n12 | 1 | -5 | -0.1% | -13 | -2 | -0.2 | 0% | -23 | -4
CCOC(=O)c1c(C)oc2ccc(N(C(=O)c3ccncc3)S(=O)(=O)c3ccc(CC)cc3)cc12 | 3 | 1 | 1.7% | -7 | -2 | 0.3 | ? | -13 | 1
COc1ccc2nc(NC3=NCN(CC4CCCO4)CN3)nc(C)c2c1 (centres undefined) | 2 | 7 | 2.7% | · | -4 | 0.4 | -3% | -19 | 3
Cc1cccc(CC(=O)NCCS(=O)(=O)N2CCN(c3cccc(Cl)c3)CC2)c1 | 1 | 6 | 0.0% | -18 | 6 | -0.8 | · | 1 | 3
C/C(=C1/SC(N2CCCC2)=NC1=O)c1ccc(Br)cc1 | 5 | 1 | 2.2% | -20 | -4 | -0.8 | ? | 1 | -8
CC(CO)Nc1nc(SCc2ccccc2)nc2sc3c(c12)CCC3 (centres undefined) | 1 | 0 | 5.9% | 7 | -2 | -1.2 | -14% | 20 | -3
CCOc1ccc(OCC(=O)NCc2n[nH]c(=O)c3ccccc23)cc1 | 3 | -2 | 3.7% | -12 | -7 | -0.1 | · | 16 | -4
CN(C)c1ccc(/C=N/NC(=O)c2cccc(N3CCCC3=O)c2)cc1 | 1 | -12 | -2.2% | -6 | 1 | -0.6 | -4% | -4 | 13
Cc1ccc(S(=O)(=O)NC(C)C(=O)NC2CCCCCC2)cc1 (centres undefined) | 4 | -8 | -0.6% | 2 | 2 | -1.2 | -3% | -1 | -5
Cc1ccc(NC(=O)C[n+]2ccccc2)cc1C | 0 | 6 | -4.0% | 6 | -4 | 0.2 | -5% | 8 | ·
Cc1cc(C)cc(Nc2ncnc3nc[nH]c23)c1 | 2 | -2 | -1.7% | 1 | -1 | 0.8 | -2% | 7 | -6
CNS(=O)(=O)c1ccc(NCC2COc3ccccc3O2)c([N+](=O)[O-])c1 (centres undefined) | 6 | 5 | -0.1% | -16 | -8 | -0.3 | ? | -13 | 9
COc1cc(/C=C(\C#N)C(=O)NCC2CCCO2)ccc1OCCC(C)C (centres undefined) | 0 | -3 | 0.9% | -26 | 0 | -0.3 | -13% | -8 | -1
Cc1ccc(O)c(C(=O)c2cnc3c(c2)CN(C)C(=O)N3)c1 | 2 | 5 | 1.6% | -4 | -5 | -0.1 | ? | -8 | 11
O=[N+]([O-])c1ccc(/C=N\N2CCN(c3ccc(Cl)cc3)CC2)cc1 | 3 | -9 | 0.1% | -5 | 2 | 0.7 | -16% | -7 | -1
CCN(CC)c1nc2c(c(=O)[nH]c(=O)n2C)n1CCCc1ccccc1 | 0 | 1 | 4.0% | 1 | -2 | -2.2 | -10% | 7 | 1
O=C(CCC(=O)N1CCOCC1)NCCc1ccc(F)cc1 | 3 | 6 | 0.2% | 6 | -4 | 0.2 | · | 8 | 9
C=CCn1cc(CN2CCC(C(=O)Nc3cccc(-c4cccc(F)c4)c3)CC2)c(C)n1 | 27 | 4 | -1.7% | -34 | -8 | 4.2 | -10% | -39* | -20
COc1cc(/C=C(/C#N)C(=O)NCCc2c[nH]c3ccccc23)ccc1OCc1ccccc1F | 2 | 3 | 0.2% | 1 | 3 | 0.7 | -7% | -2 | 21
C=C(C)C(=O)Oc1ccc(N2C(=O)CCC2=O)cc1 | 5 | 17 | -1.1% | 2 | 8 | -0.1 | -8% | -6 | 11
O=C(CN1C(=O)NC2(CCOc3ccccc32)C1=O)NCC(F)(F)F (centres undefined) | -3 | 1 | -0.7% | -6 | 7 | 1.4 | -8% | 2 | 11
CC(=O)c1ccc(N2CCN(CC(=O)Nc3ccccc3C(=O)NC3CC3)CC2)c(F)c1 | 0 | 1 | 0.1% | 3 | 5 | -0.5 | · | 0 | -1
CCOC(=O)N1CCN(S(=O)(=O)c2ccc(C(=O)N(CCN(C)C)c3nc4ccc(CC)cc4s3)cc2)CC1 | 5 | -1 | -2.3% | -1 | -3 | -0.1 | -19% | 3 | -12
CCOC(=O)c1cc(NC(=O)CCC(=O)O)ccc1N1CCCCC1 | 2 | -2 | 1.1% | -26 | 4 | -1.3 | 2% | -3 | 3
CC(C)c1ccc(S(=O)(=O)N2CCN(C(=O)c3cc(-c4ccccc4)n[nH]3)CC2)cc1 | 11 | 7 | 2.1% | · | -2 | 0.9 | -22% | -7 | ·
COc1ccc(NC(=O)/C=C/c2ccco2)cn1 | 2 | 5 | 2.2% | -3 | 5 | 0.5 | -4% | 11 | -23
CN1C(C(=O)Nc2ccc(OC(F)(F)F)cc2)=CC(c2ccco2)=NS1(=O)=O | 0 | -7 | -0.7% | -22 | -3 | -0.3 | -22% | -14 | 4
Other compounds follow.
SMILES | D1 ag | TRHR PAM | RXFP1 agonist | RXFP1 antagonist | D1 potentiator | TRHR agonist | Anesthetic bind | D1 antag | D2 PAM
COC(=O)C1=C(N)OC2=C(C(=O)CC(C)(C)C2)C1c1ccccc1OCC#N (centres undefined) | 0 | -3 | 2.2% | -6 | 5 | -0.9 | -22% | -7 | 4
COc1ccc([N+](=O)[O-])cc1NS(=O)(=O)c1ccc(C)cc1 | 3 | -9 | 0.6% | -4 | -3 | 1.6 | -13% | -19 | -9
COC(=O)N/N=C/c1ccc(-c2ccc(Cl)c(Cl)c2)o1 | 6 | 9 | -0.9% | · | 14 | -0.4 | -15% | 0 | 11
Cc1cccn2c(=O)c(C(=O)NC(C)c3ccccc3)cnc12 (centres undefined) | 0 | 3 | 7.3% | -2 | 6 | 0.1 | -11% | -7 | 0

4 records drawn at random from the list so far, as already listed:
SMILES | D1 ag | TRHR PAM | RXFP1 agonist | RXFP1 antagonist | D1 potentiator | TRHR agonist | Anesthetic bind | D1 antag | D2 PAM
COC(=O)N/N=C/c1ccc(-c2ccc(Cl)c(Cl)c2)o1 | 6 | 9 | -0.9% | · | 14 | -0.4 | -15% | 0 | 11
Cc1cccn2c(=O)c(C(=O)NC(C)c3ccccc3)cnc12 (centres undefined) | 0 | 3 | 7.3% | -2 | 6 | 0.1 | -11% | -7 | 0
COC(=O)C1=C(N)OC2=C(C(=O)CC(C)(C)C2)C1c1ccccc1OCC#N (centres undefined) | 0 | -3 | 2.2% | -6 | 5 | -0.9 | -22% | -7 | 4
COc1ccc([N+](=O)[O-])cc1NS(=O)(=O)c1ccc(C)cc1 | 3 | -9 | 0.6% | -4 | -3 | 1.6 | -13% | -19 | -9

Screening results as filed in PubChem.
